Growth percent in the NCI-60 one-dose screen (48 h, 10 µM unless noted): 100 = growth as untreated, 0 = no growth, -100 = all killed.
MOLT-4 – MOLT-4 leukemia cells; AID 1794779; hit rate 6.9% among 80,000
SR – SR leukemia cells | AID 1794780 | hit rate 8.7% among 73,000
K-562 – K-562 leukemia. hit rate 7.4% among 78,000
MDA-MB-231 – MDA-MB-231 breast cancer; hit rate 5% among 81,000; AID 1794789
MDA-MB-468 – MDA-MB-468 breast cancer; hit rate 8.5% among 78,000; AID 2202374
MCF7 – MCF7 breast cancer; hit rate 6.3% among 82,000
RPMI-8226 – RPMI-8226 leukemia cells. hit rate 7.5% among 77,000. AID 1794781
MDA-MB-435 – MDA-MB-435 melanoma; AID 1794794; hit rate 7.8% among 82,000
An asterisk follows results filed as active. The calls were made as follows: active = growth percent below 10; inactive = the rest.

`C/C(=N/O)c1ccc(NC(=O)CSc2nnc(-c3ccc(-c4nc5ccc(Cl)cc5[nH]4)cc3)o2)cc1` gave MOLT-4 2.1*, SR 12, K-562 15, MDA-MB-231 -97*, MDA-MB-468 65, MCF7 3.9*, RPMI-8226 18 and MDA-MB-435 -33*.
C/C(=N/NC(=O)c1sc(=S)n(C)c1N)c1cc2cc(Cl)ccc2o1 was read as MOLT-4 77, SR 99, K-562 73, MDA-MB-231 69, MCF7 83, RPMI-8226 87 and MDA-MB-435 96.
CCOC(=O)c1sc2nc(-c3cc(OC)c(OC)c(OC)c3)nc(N3CCOCC3)c2c1C was read as MOLT-4 17, SR 42, K-562 24, MDA-MB-231 45, MDA-MB-468 11, MCF7 27, RPMI-8226 9.9* and MDA-MB-435 36.
`OCC(O)COc1ccccc1` (stereo not drawn) gave MOLT-4 94, SR 99, K-562 92, MDA-MB-231 108, MDA-MB-468 90, MCF7 85, RPMI-8226 107 and MDA-MB-435 98.
CN(C)c1ccc(-c2ccccc2)cc1 was read as MOLT-4 101, SR 83, K-562 85, MDA-MB-231 49, MDA-MB-468 124 and MCF7 109.
Screening CCCC(=O)n1nc(C(=O)OCC)c2ccccc21 returned MOLT-4 103, SR 106, K-562 106, MDA-MB-231 113, MDA-MB-468 103, MCF7 91, RPMI-8226 98 and MDA-MB-435 110.
Screening O=c1[nH]c2ccccc2cc1CSc1nccc(-c2ccc3ccccc3c2)n1 returned MOLT-4 22, SR 21, K-562 10, MDA-MB-231 58, MDA-MB-468 -17*, MCF7 47, RPMI-8226 52 and MDA-MB-435 17.
Cc1ccc(-c2cn(-c3ccc(Cl)cc3)c(SCC(=O)c3ccc(Br)cc3)n2)cc1 was read as MOLT-4 90, SR 79, K-562 87, MDA-MB-231 59, MDA-MB-468 90, MCF7 85, RPMI-8226 87 and MDA-MB-435 91.
`COc1ccc(C(=O)/C=C/c2cn(-c3ccccc3)nc2-c2ccc(S(C)(=O)=O)cc2)cc1` gave MOLT-4 65, SR 47, K-562 31, MDA-MB-231 81, MDA-MB-468 73, MCF7 33, RPMI-8226 37 and MDA-MB-435 78.
For Cc1ccc(-c2nc(/C=C3/C(=O)Nc4ccccc43)c3ccccn23)cc1 the results were MOLT-4 72, SR 73, K-562 81, MDA-MB-231 85, MDA-MB-468 70, MCF7 37, RPMI-8226 79 and MDA-MB-435 94.
For Clc1cccc(Cl)c1NC1=NCCN1 the results were MOLT-4 105, SR 108, K-562 110, MDA-MB-231 112, MDA-MB-468 104, MCF7 98, RPMI-8226 99 and MDA-MB-435 100.
`CCCNCCCCC(C)Nc1cc(OC)cc2cccnc12` (stereo not drawn) gave MDA-MB-231 91, MDA-MB-468 105, MCF7 88, RPMI-8226 99 and MDA-MB-435 107.

A portion taken from the entries so far:
CN(C)c1ccc(-c2ccccc2)cc1 was read as MOLT-4 101, SR 83, K-562 85, MDA-MB-231 49, MDA-MB-468 124 and MCF7 109.
Screening CCCC(=O)n1nc(C(=O)OCC)c2ccccc21 returned MOLT-4 103, SR 106, K-562 106, MDA-MB-231 113, MDA-MB-468 103, MCF7 91, RPMI-8226 98 and MDA-MB-435 110.
Screening O=c1[nH]c2ccccc2cc1CSc1nccc(-c2ccc3ccccc3c2)n1 returned MOLT-4 22, SR 21, K-562 10, MDA-MB-231 58, MDA-MB-468 -17*, MCF7 47, RPMI-8226 52 and MDA-MB-435 17.
Cc1ccc(-c2cn(-c3ccc(Cl)cc3)c(SCC(=O)c3ccc(Br)cc3)n2)cc1 was read as MOLT-4 90, SR 79, K-562 87, MDA-MB-231 59, MDA-MB-468 90, MCF7 85, RPMI-8226 87 and MDA-MB-435 91.
`COc1ccc(C(=O)/C=C/c2cn(-c3ccccc3)nc2-c2ccc(S(C)(=O)=O)cc2)cc1` gave MOLT-4 65, SR 47, K-562 31, MDA-MB-231 81, MDA-MB-468 73, MCF7 33, RPMI-8226 37 and MDA-MB-435 78.
For Cc1ccc(-c2nc(/C=C3/C(=O)Nc4ccccc43)c3ccccn23)cc1 the results were MOLT-4 72, SR 73, K-562 81, MDA-MB-231 85, MDA-MB-468 70, MCF7 37, RPMI-8226 79 and MDA-MB-435 94.
For Clc1cccc(Cl)c1NC1=NCCN1 the results were MOLT-4 105, SR 108, K-562 110, MDA-MB-231 112, MDA-MB-468 104, MCF7 98, RPMI-8226 99 and MDA-MB-435 100.
`CCCNCCCCC(C)Nc1cc(OC)cc2cccnc12` (stereo not drawn) gave MDA-MB-231 91, MDA-MB-468 105, MCF7 88, RPMI-8226 99 and MDA-MB-435 107.

Additional entries follow.
CCOC(=O)/C(C#N)=C/c1ccc(C#N)cc1 was read as MOLT-4 94, SR 101, K-562 94, MDA-MB-231 106, MDA-MB-468 104, MCF7 100, RPMI-8226 111 and MDA-MB-435 100.
For OCCCc1ccccc1 the results were MOLT-4 111, SR 132, K-562 121, MDA-MB-231 98, MDA-MB-468 104, MCF7 101, RPMI-8226 117 and MDA-MB-435 108.
`O=C1Nc2ccccc2C1C1c2ccccc2NC(=O)N1Cc1ccccc1` (stereo not drawn) gave MOLT-4 92, SR 84, K-562 83, MDA-MB-231 93, MDA-MB-468 111, MCF7 109, RPMI-8226 98 and MDA-MB-435 105.
`COc1ccc(Nc2nc(SCCC(C)C)nc(-c3ccc(OC)cc3)c2C#N)cc1` gave MOLT-4 92, SR 95, K-562 88, MDA-MB-231 101, MDA-MB-468 94, MCF7 91, RPMI-8226 90 and MDA-MB-435 93.
`CC(C)(C)c1ccc(OCCOCCCl)c(Cl)c1` gave MOLT-4 104, SR 110, K-562 109, MDA-MB-231 99, MDA-MB-468 97, MCF7 100, RPMI-8226 98 and MDA-MB-435 88.
Screening CC=C(C(=O)OCCCCCCCC)C(=O)OCCCCCCCC returned MOLT-4 99, SR 99, K-562 98, MDA-MB-231 112, MDA-MB-468 103, MCF7 103, RPMI-8226 100 and MDA-MB-435 102.
O=S(=O)(Nc1ncccn1)c1ccc(NC2Nc3nc4ccccc4nc3S2)cc1 (stereo not drawn) was read as MOLT-4 100, SR 102, K-562 98, MDA-MB-231 99, MDA-MB-468 96, MCF7 99, RPMI-8226 99 and MDA-MB-435 98.
Screening COc1ccc(/C=C/C(=O)OCC(=O)NNC(=O)c2ccccc2)cc1OC returned MOLT-4 70, SR 72, K-562 90, MDA-MB-231 95, MCF7 86, RPMI-8226 80 and MDA-MB-435 104.
`CN(C(=O)Nc1ccc([N+](=O)[O-])cc1)c1ccccc1` gave MOLT-4 94, SR 84, K-562 93, MDA-MB-231 109, MDA-MB-468 104, MCF7 96, RPMI-8226 95 and MDA-MB-435 101.
`O=C(Nc1nc(-c2ccccc2)cc(-c2ccc(Cl)cc2)n1)c1cccnc1` gave MOLT-4 100, SR 84, K-562 98, MDA-MB-231 91, MDA-MB-468 108, MCF7 76, RPMI-8226 86 and MDA-MB-435 98.
Screening COc1ccc(/C=C2\SCc3cc4ccc(OC)cc4[o+]c32)c(O)c1 returned MOLT-4 108, SR 101, K-562 106, MDA-MB-231 109, MDA-MB-468 110, MCF7 100, RPMI-8226 107 and MDA-MB-435 113.
Nc1c(C(=O)Nc2ccccc2)oc2ncccc12 was read as MOLT-4 104, SR 80, K-562 98, MDA-MB-231 90, MDA-MB-468 101, MCF7 83, RPMI-8226 90 and MDA-MB-435 105.
For O=C(C1CC1)N1CCN(c2ncc([N+](=O)[O-])c(N3CCN(C(=O)C4CC4)CC3)n2)CC1 the results were MOLT-4 107, SR 103, K-562 108, MDA-MB-231 99, MDA-MB-468 86, MCF7 87, RPMI-8226 100 and MDA-MB-435 98.
Screening Nc1nc2c(C(=O)Nc3ccc(Cl)cc3)c(Nc3ccc(Cl)cc3)nn2cc1-c1nc2ccccc2s1 returned MOLT-4 99, SR 91, K-562 99, MDA-MB-231 99, MDA-MB-468 112, MCF7 93, RPMI-8226 103 and MDA-MB-435 105.
Screening O=C(NNc1ccccc1)OCc1ccccc1 returned MOLT-4 27, SR 47, K-562 3.9*, MDA-MB-231 74, MDA-MB-468 108, MCF7 104, RPMI-8226 64 and MDA-MB-435 34.
`CCCCCCCCCCCCCCCCCCOc1ccccc1CC(=O)OCCC[N+](C)(C)C` gave SR 57, K-562 37, MDA-MB-231 46, MCF7 46, RPMI-8226 38 and MDA-MB-435 58.
Cc1cs/c(=N\NC(=O)c2cc(-c3cc4ccccc4o3)nn2-c2ccccc2)n1-c1ccccc1 was read as MOLT-4 75, SR 77, K-562 94, MDA-MB-231 84, MCF7 73 and MDA-MB-435 102.
`CCCCNS(=O)(=O)C(C(=O)OCC)c1ccc2c(c1)N(C)C(=O)C(CCOc1ccncc1)O2` (stereo not drawn) gave MOLT-4 95, SR 90, K-562 89, MDA-MB-231 96, MDA-MB-468 129, MCF7 96 and MDA-MB-435 105.
`CCOc1ccc(/C=C2\Oc3cc(C)c(Cl)cc3C2=O)cc1` gave MOLT-4 87, SR 71, K-562 85, MDA-MB-231 114, MDA-MB-468 123, MCF7 87, RPMI-8226 105 and MDA-MB-435 102.
Screening CCCCCC(=O)Oc1ccc(/C(=C(\C)c2ccccc2)c2ccc(OCCN3CCCCC3)cc2)cc1 returned MOLT-4 64, SR 30, K-562 20, MDA-MB-231 95, MDA-MB-468 76, MCF7 28, RPMI-8226 65 and MDA-MB-435 86.
c1ccc2c(c1)ccn2CCCN1CCCCC1 (tested in a mixture with another compound) was read as MOLT-4 99, SR 106, K-562 104, MDA-MB-231 114, MDA-MB-468 113, MCF7 100, RPMI-8226 109 and MDA-MB-435 118.
Screening CN1CNC(=S)NC1 returned MOLT-4 97, K-562 105, MDA-MB-231 104, MDA-MB-468 104, MCF7 95, RPMI-8226 88 and MDA-MB-435 99.
O=C(Nc1ccc(C(F)(F)F)cc1)Nc1ncccc1OCc1ccccc1Cl was read as MOLT-4 73, K-562 76, MDA-MB-231 102, MDA-MB-468 75, MCF7 84, RPMI-8226 74 and MDA-MB-435 90.
`S=c1[nH]sc(=S)[nH]1` gave MOLT-4 96, SR 97, K-562 108, MDA-MB-231 108, MDA-MB-468 86, MCF7 95, RPMI-8226 108 and MDA-MB-435 105.
COc1cc2nc(N3CCCC3)nc(NCC3CCCCC3)c2cc1OC was read as MOLT-4 -16*, K-562 -9.7*, MDA-MB-231 -40*, MDA-MB-468 -41*, MCF7 -79*, RPMI-8226 -38* and MDA-MB-435 -72*.
CCN(CC)CCn1c(=O)c2cc(OC)c(OC)cc2c2ccc3cc4c(cc3c21)OCO4 was read as MOLT-4 -9.3*, SR -15*, K-562 33, MDA-MB-231 55, MDA-MB-468 -13*, MCF7 16, RPMI-8226 3.2* and MDA-MB-435 50.
`c1ccc(C2=NC3(CCCCC3)N=C2c2ccccc2)cc1` gave MOLT-4 101, SR 104, K-562 114, MDA-MB-231 91, MDA-MB-468 102, MCF7 104, RPMI-8226 102 and MDA-MB-435 121.
For N#Cc1c(NCc2ccc(N3CCCCC3)cc2)oc(-c2ccccc2)c1-c1ccccc1 the results were MOLT-4 68, SR 37, K-562 48, MDA-MB-231 81, MDA-MB-468 101, MCF7 82, RPMI-8226 88 and MDA-MB-435 104.
`O=C(CSc1nnc(-c2ccncc2)o1)N/N=C/c1ccc([N+](=O)[O-])cc1` gave MOLT-4 118, SR 113, K-562 104, MDA-MB-231 93, MDA-MB-468 82, MCF7 96, RPMI-8226 98 and MDA-MB-435 105.
O=C(O)CCC(=O)OC[C@@H](NC(=O)C(Cl)Cl)[C@H](O)c1ccc([N+](=O)[O-])cc1 was read as MOLT-4 91, SR 96, K-562 99, MDA-MB-231 103, MDA-MB-468 95, MCF7 97, RPMI-8226 89 and MDA-MB-435 101.
For CC(O)CN1CC(O)=C(c2nc3ccccc3s2)C1=N (stereo not drawn) the results were MOLT-4 103, SR 93, K-562 105, MDA-MB-231 108, MCF7 96, RPMI-8226 101 and MDA-MB-435 99.
For C=CCc1c(O)c(C(=O)/C=C/c2ccc(OC)cc2)c(OC)c2ccoc12 the results were MOLT-4 44, SR 41, K-562 60, MDA-MB-231 60, MDA-MB-468 45, MCF7 42, RPMI-8226 44 and MDA-MB-435 51.
COc1ccc(C/C(C)=C(/c2ccc(OCCCN(C)C)cc2)c2ccc(OC(C)=O)cc2)cc1 was read as MOLT-4 56, SR 9.4*, K-562 3.4*, MDA-MB-231 67, MDA-MB-468 64, MCF7 18, RPMI-8226 79 and MDA-MB-435 48.
Screening COc1ccc(OC)c(/C=C2\Oc3cc(OCCN4CCC(Cc5ccccc5)CC4)ccc3C2=O)c1 returned MOLT-4 62, SR 2.5*, K-562 21, MDA-MB-231 83, MDA-MB-468 65, MCF7 77 and MDA-MB-435 87.
`Cc1ccc(-c2nc(C#N)c(N3CCN(S(=O)(=O)c4ccccc4)CC3)o2)cc1` gave MOLT-4 77, SR 77, K-562 83, MDA-MB-231 108, MDA-MB-468 94, MCF7 81, RPMI-8226 82 and MDA-MB-435 95.
COc1ccc(-c2c(NC(=O)Nc3ccc(S(N)(=O)=O)cc3)cnn2-c2ccc(S(N)(=O)=O)cc2)cc1 was read as MOLT-4 100, SR 100, K-562 97, MDA-MB-231 111, MDA-MB-468 95, MCF7 99, RPMI-8226 103 and MDA-MB-435 105.
Screening CCOC(=O)c1cc(C(=O)c2ccc(Br)cc2)n2c1ccc1c3ccccc3ccc12 returned MOLT-4 104, SR 95, K-562 97, MDA-MB-231 93, MDA-MB-468 99 and MCF7 93.
COc1ccc2nc3cc(Cl)ccc3c(SC(CC(=O)O)C(=O)O)c2c1 (stereo not drawn) was read as MOLT-4 89, SR 89, K-562 99, MDA-MB-231 110, MDA-MB-468 98, MCF7 88, RPMI-8226 98 and MDA-MB-435 114.
O=C1NC2=C(C(=O)c3ccccc32)C(c2ccc3c(c2)OCO3)N1 (stereo not drawn) was read as MOLT-4 104, SR 110, K-562 104, MDA-MB-231 109, MDA-MB-468 114, MCF7 96, RPMI-8226 107 and MDA-MB-435 105.

Screening results as filed in PubChem BioAssay.
